# Compound activity (PubChem BioAssay)
# CHRM5 agonist: CHRM5 agonism in calcium assay. CHO-K1 hM5 cells, Fluo-8 calcium fluorescence; 0% DMSO wells, 100% maximal acetylcholine response. activation, % at 3 µM. hit rate 0.19% among 360,000;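 active = activation above the run's mean over test compounds plus 3 SD, cut at about 23% in these data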;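 note: signal is peak over basal fluorescence ratio across the kinetic read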
# Target sequence (P08912 whole entry, looked up): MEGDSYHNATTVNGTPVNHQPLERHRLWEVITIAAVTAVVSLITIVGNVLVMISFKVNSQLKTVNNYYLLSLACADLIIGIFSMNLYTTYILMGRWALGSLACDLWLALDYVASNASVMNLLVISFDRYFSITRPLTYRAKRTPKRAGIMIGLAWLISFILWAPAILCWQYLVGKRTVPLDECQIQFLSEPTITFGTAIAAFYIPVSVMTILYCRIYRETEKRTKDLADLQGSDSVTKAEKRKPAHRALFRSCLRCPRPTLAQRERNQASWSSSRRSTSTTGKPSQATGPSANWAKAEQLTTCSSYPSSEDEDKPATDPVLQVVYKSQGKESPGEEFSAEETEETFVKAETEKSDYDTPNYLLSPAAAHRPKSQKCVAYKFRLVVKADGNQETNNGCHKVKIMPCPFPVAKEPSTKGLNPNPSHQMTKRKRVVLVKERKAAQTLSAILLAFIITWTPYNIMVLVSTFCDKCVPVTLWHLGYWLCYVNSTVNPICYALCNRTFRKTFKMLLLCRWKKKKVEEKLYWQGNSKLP
# M4 ag: CHRM4 agonism in calcium assay; P08173; CHO-K1 hM4/Gqi5, Fluo-8 calcium fluorescence; vehicle 0%, full acetylcholine response 100%; activation, % at 3 µM; hit rate 0.14% among 360,000; AID 624127;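 active = activation above the run mean over all test wells plus 3 SD, cut at about 32% in these data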;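 note: peak over basal fluorescence ratio per well then scaled between controls; 0% = DMSO wells and 100% = acetylcholine at EC100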
# Target sequence (P08173 whole entry, looked up): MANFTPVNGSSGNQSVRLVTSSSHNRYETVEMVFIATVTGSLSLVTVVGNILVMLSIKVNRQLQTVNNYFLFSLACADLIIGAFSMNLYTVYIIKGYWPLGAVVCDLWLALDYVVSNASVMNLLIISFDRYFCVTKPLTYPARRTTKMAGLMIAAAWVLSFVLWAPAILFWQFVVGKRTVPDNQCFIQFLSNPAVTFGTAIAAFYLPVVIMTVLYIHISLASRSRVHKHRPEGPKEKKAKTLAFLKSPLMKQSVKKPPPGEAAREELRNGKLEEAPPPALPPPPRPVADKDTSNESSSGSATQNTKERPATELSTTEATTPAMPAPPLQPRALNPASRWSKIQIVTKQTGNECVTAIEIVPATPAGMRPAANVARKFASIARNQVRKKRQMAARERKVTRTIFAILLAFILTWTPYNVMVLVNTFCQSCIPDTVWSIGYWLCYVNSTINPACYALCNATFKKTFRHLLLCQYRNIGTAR
# CHO-K1 Ca antag: nonselective inhibitor or artifact in parental CHO-K1 cells; hit rate 0.6% among 360,000; ATP-induced calcium, Fluo-8 fluorescence; inhibition, % at 3 µM; AID 602250;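 active = inhibition above a per-plate cutoff, the plate's mean sample inhibition plus 3 SD, cut at about 24% in these data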;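 note: 0% = DMSO plus EC80 ATP and 100% = DMSO alone without ATP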
# CHRM5 PAM: potentiates acetylcholine response at human M5 receptor | P08912 | CHO-K1 hM5, Fluo-8 calcium, ACh EC20 PAM; 0% = ACh EC20, 100% = ACh EC100 | activation, % at 3 µM | hit rate 0.3% among 360,000 | AID 624038;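 active = activation above the run cutoff, the mean activation of all test compounds plus 3 SD, cut at about 18% in these data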
#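 System – CHO-K1 hM5 cells · Compound – 3 µM, single dose · Incubation – compound preincubation 140 s before EC20 acetylcholine addition · Technique – Fluo-8 calcium fluorescence · Measure – Max/basal fluorescence ratio as % of EC20–EC100 ACh window · Benchmarks – low control EC20 acetylcholine (0%), high control EC100 acetylcholine (100%) · Replication – singlicate, one well per test compound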
# CHRM4 PAM: potentiates acetylcholine response at human M4 receptor. P08173. CHO-K1 hM4/Gqi5, Fluo-8 calcium fluorescence, ACh EC20; 0% = ACh EC20, 100% = maximal ACh. activation, % at 3 µM. hit rate 0.4% among 360,000;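 active = activation above its plate's cutoff, the mean activation of sample wells plus 3 SD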; note: some results filed as inactive read as strong as hits
# CHO-K1 Ca PAM: M1 PAM counterscreen hit in parental CHO-K1 cells. ATP EC20, Fluo-8 calcium fluorescence; 0% at ATP EC20, 100% at ATP max. activation, % at 3 µM. hit rate 0.02% among 360,000. AID 602247;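 active = activation above the run cutoff, the mean activation of all test compounds plus 3 SD, cut at about 40% in these data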;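 note: peak over basal fluorescence ratio in a 140 s read after ATP addition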
# M5 antag: CHRM5 antagonism in calcium assay; P08912; CHO-hM5 cells, Fluo-8 calcium fluorescence, ACh EC80; inhibition, % at 3 µM; hit rate 0.59% among 360,000;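 active = inhibition above a per-plate cutoff, the mean of that plate's test compounds plus 3 SD, cut at about 27% in these data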;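 note: 0% = acetylcholine EC80 with DMSO and 100% = DMSO without agonist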
# M4 antag: CHRM4 antagonism in calcium assay. hit rate 0.73% among 360,000. CHO-hM4 cells, ACh EC80, Fluo-8 calcium fluorescence. inhibition, % at 3 µM;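 active = inhibition above its plate's cutoff, the mean inhibition of sample wells plus 3 SD, cut at about 27% in these data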;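 note: 0% = acetylcholine EC80 with DMSO and 100% = DMSO without agonist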
# M1 ag parental: nonselective activator or artifact in parental CHO-K1 cells; hit rate 0.48% among 360,000; Fluo-8 calcium fluorescence; scaled to maximal ATP response, vehicle zero; AID 602248; activation, % at 3 µM; in the data active = activation above about 15%;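 note: untransfected CHO-K1 host cells lacking M1 receptor as counterscreen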
# Numbers without * were called inactive.
SMILES,CHRM5 agonist,M4 ag,CHO-K1 Ca antag,CHRM5 PAM,CHRM4 PAM,CHO-K1 Ca PAM,M5 antag,M4 antag,M1 ag parental
CCCNC(=O)C1(C)CCCN(C/C=C/c2ccccc2)C1 (centres undefined),-3,0,-4,-4,-2,3,0,-3,0.0
c1ccc2c(C[n+]3csc4ccccc43)cccc2c1,13,1,2,3,-16,9,22,30*,0.5
COC(=O)c1c(NC(=O)CCCC(=O)O)sc2c1CCC2,0,0,-11,4,5,13,-6,-4,-0.2
COc1cccc(CNCc2cccnc2)c1OCc1ccccc1,-1,2,-22,8,10,-1,-12,-15,1.0
CCOC(=O)CNC(=O)Cn1c(C)cc2ccccc2c1=O,-4,0,1,0,8,8,1,-10,0.2
O=C1CC(NS(=O)(=O)c2ccccc2F)CN1c1ccc2c(c1)OCCO2 (centres undefined),-1,1,1,-4,2,7,7,-20,0.5
CC(=O)c1cccc(CN(C)CC2CCCN(CCc3ccccc3C)C2)c1 (centres undefined),-23,2,3,-33,-16,3,81*,88*,0.3
CSc1ncccc1C(=O)NC1CCCCCC1,-2,0,-16,-2,3,8,7,0,-0.1
Cc1ccc(OCC(=O)NCCNC(=O)c2ccncc2)cc1C,0,2,-22,1,0,13,10,-3,0.6
Cc1ccc(OCc2nnc(SCC(=O)Nc3cccc4ccccc34)n2-c2ccccc2)cc1,-7,1,-4,-9,-4,3,-1,0,-0.1
Cc1cc(C)c(S(=O)(=O)N2CCN(C(=O)N(C)C)CC2)c(C)c1,-1,3,2,2,6,-10,5,-2,1.2
O=C(COC(=O)CCSc1ccccc1Cl)Nc1ccc(F)cc1F,-3,1,-10,1,1,24,-9,2,1.7
CC(C)OCCCn1c(=O)c2ccccc2n2c(CCC(=O)N3CCN(c4ccccn4)CC3)nnc12,-2,13,-11,-10,-14,15,13,2,4.7
O=C(CN1CCN(c2ccccc2)CC1)c1c[nH]c2ccccc12,0,2,-1,-6,-6,-20,9,10,0.2
O=C(NC1CCCC1)c1c(O)nc2sccn2c1=O,4,0,1,7,7,-11,-1,0,0.1
COc1ccc2[nH]cc(CCN3C(=O)c4ccc(C(=O)O)cc4C3=O)c2c1,-2,0,9,-3,-4,-5,1,9,0.0
Cc1nnc(SCC(=O)NCc2ccc(F)cc2)[nH]c1=O,-1,1,-5,-6,5,19,12,-3,0.5
COc1ccc(CN2CCCC(CNC(=O)c3ccc(F)cc3)C2)c(F)c1 (centres undefined),-3,0,-12,4,-2,-1,4,1,0.4
Cc1ccc(S(=O)(=O)Nc2c(O)ccc3ccccc23)cc1,4,2,-1,0,-2,16,11,-1,3.0
CCCOc1ccc(C(CC(=O)O)NC(=O)C23CC4CC(CC(C4)C2)C3)cc1 (centres undefined),-1,-1,-2,-1,-3,10,7,4,0.9
Cc1ccc(F)cc1NC(=S)NCCc1ccccc1,-4,4,-9,4,0,14,-16,-17,2.1
COc1ccc(OC)c(NC(=O)CCNC(=O)c2ccco2)c1,1,1,3,-1,6,17,9,-1,11
O=C1c2ccsc2SCCN1Cc1ccccc1,-1,0,-8,16,-4,-5,-13,1,0.1
O=C(OCc1cnc(Cl)s1)c1cccs1,1,0,-3,3,-1,4,-4,10,-0.4
Cc1nnn(-c2nonc2N)c1C(=O)N/N=C/c1cccc2ccccc12,-4,1,3,-1,-3,20,5,8,2.9

# (list continues)
SMILES,CHRM5 agonist,M4 ag,CHO-K1 Ca antag,CHRM5 PAM,CHRM4 PAM,CHO-K1 Ca PAM,M5 antag,M4 antag,M1 ag parental
COc1ccc(OC)c(CN2CCCCCC2)c1,-18,1,6,2,3,-7,-1,3,-0.1
CCn1nc(C)c(CN2CCC(n3nccc3NC(=O)Cc3ccccc3)CC2)c1C,-4,1,-4,-7,-6,3,27,9,0.2
CC(C)(C)c1ccc(CCC2OCC(C[N+]3(C)CCOCC3)O2)cc1 (centres undefined),-14,0,-9,6,-3,12,1,9,0.4
COCCCN1C(=O)c2ccc(C(=O)O)cc2C1=O,0,1,0,-8,2,10,8,0,0.2
COc1ccc(CN=Cc2c(C(F)(F)F)[nH][nH]c2=O)cc1,-3,1,-1,3,-3,5,-9,5,0.0
O=C(C(=O)N1CCN(C(=O)c2ccco2)CC1)c1c[nH]c2ccccc12,-2,1,-10,-1,1,22,7,-3,1.0
CC1(C(=O)NS(=O)(=O)c2cccc(C#N)c2)CCN1C(=O)CC1CC1 (centres undefined),1,1,-11,-1,-4,18,-2,-2,0.3
COc1ccc(-c2cc(C(=O)N3CCCCC3)no2)cc1OC,-1,0,8,1,-3,-5,-2,13,0.2
CCc1ccccc1NC(=O)CC1S/C(=N\c2nccs2)N(CC)C1=O (centres undefined),-2,0,-3,0,6,6,-3,15,0.5
N#CC12COC3(CCCCC3C1(C#N)C#N)OC2=N (centres undefined),0,2,-13,1,-3,13,5,-4,1.6
O=C(CN1C(=O)COc2ccc(Cl)cc21)Nc1nccs1,1,1,-15,-4,7,12,7,5,0.9
COc1ccc(OC)c(NC(=O)CSc2nc(O)cc(=O)n2CC(C)C)c1,6,18,-10,5,1,15,2,-16,1.0
CC(C)(C)NC(=O)C(c1ccncc1)N(C(=O)c1csnn1)c1ccccc1 (centres undefined),1,0,-16,1,7,8,-2,-1,-0.2
O=C(O)CC(CC(=O)Nc1ccccc1C(=O)O)c1ccccc1 (centres undefined),1,0,-16,1,-8,-7,2,0,-0.5
Fc1ccccc1Nc1nc(-c2ccncc2)nc2ccccc12,-1,3,-1,1,7,-2,1,2,1.0
CCOC(=O)c1c(-c2ccc(F)cc2)csc1NC(=O)C1CCCO1 (centres undefined),-6,-2,3,4,-4,-4,-5,6,-0.2
Cc1cc(N/N=C/c2ccc(O)cc2O)nc(-c2ccccc2O)n1,5,21,3,-17,-25,8,24,30*,7.1
Cc1ccccc1/C=N/n1c(-c2cc(-c3ccccc3)n[nH]2)n[nH]c1=S,-5,0,-5,-16,-3,-1,14,-10,0.3
CCn1c(COc2ccc(C)cc2)nnc1SCC(=O)NCc1ccco1,-2,0,3,-1,0,9,3,-9,0.2
Cc1ccc(C(c2nnnn2C2CCCC2)N2CCN(c3nc4ccccc4s3)CC2)cc1 (centres undefined),-3,1,15,-5,1,8,6,-4,0.0
Cc1nc2scc(C)n2c(=O)c1S(=O)(=O)N1CCN(c2ccccc2F)CC1,-1,8,1,-8,-4,-14,12,-1,4.1
CCOC(=O)c1c(NC(=O)c2noc(C)c2[N+](=O)[O-])sc(C(C)=O)c1C,0,0,5,-1,7,5,3,-11,-0.5
CCC1Nc2ncnc(N3CCN(c4ccccn4)CC3)c2N(Cc2ccc(Br)cc2)C1=O (centres undefined),-7,4,-13,-7,0,17,13,1,-0.2
COc1ccc(C)cc1S(=O)(=O)n1nc(C)cc1C,-1,1,-6,-2,4,15,-1,-4,0.3
O=C(Cc1ccc(Cl)cc1Cl)Nc1ccncc1Cl,3,11,20,-13,-6,7,30*,3,10

# Exported with two lines to a compound: part of the list above
# Results follow in this order: CHRM5 agonist | M4 ag | CHO-K1 Ca antag | CHRM5 PAM | CHRM4 PAM | CHO-K1 Ca PAM | M5 antag | M4 antag | M1 ag parental
COc1ccc(OC)c(CN2CCCCCC2)c1
  -18 | 1 | 6 | 2 | 3 | -7 | -1 | 3 | -0.1
CCn1nc(C)c(CN2CCC(n3nccc3NC(=O)Cc3ccccc3)CC2)c1C
  -4 | 1 | -4 | -7 | -6 | 3 | 27 | 9 | 0.2
CC(C)(C)c1ccc(CCC2OCC(C[N+]3(C)CCOCC3)O2)cc1 (centres undefined)
  -14 | 0 | -9 | 6 | -3 | 12 | 1 | 9 | 0.4
COCCCN1C(=O)c2ccc(C(=O)O)cc2C1=O
  0 | 1 | 0 | -8 | 2 | 10 | 8 | 0 | 0.2
COc1ccc(CN=Cc2c(C(F)(F)F)[nH][nH]c2=O)cc1
  -3 | 1 | -1 | 3 | -3 | 5 | -9 | 5 | 0.0
O=C(C(=O)N1CCN(C(=O)c2ccco2)CC1)c1c[nH]c2ccccc12
  -2 | 1 | -10 | -1 | 1 | 22 | 7 | -3 | 1.0
CC1(C(=O)NS(=O)(=O)c2cccc(C#N)c2)CCN1C(=O)CC1CC1 (centres undefined)
  1 | 1 | -11 | -1 | -4 | 18 | -2 | -2 | 0.3
COc1ccc(-c2cc(C(=O)N3CCCCC3)no2)cc1OC
  -1 | 0 | 8 | 1 | -3 | -5 | -2 | 13 | 0.2
CCc1ccccc1NC(=O)CC1S/C(=N\c2nccs2)N(CC)C1=O (centres undefined)
  -2 | 0 | -3 | 0 | 6 | 6 | -3 | 15 | 0.5
N#CC12COC3(CCCCC3C1(C#N)C#N)OC2=N (centres undefined)
  0 | 2 | -13 | 1 | -3 | 13 | 5 | -4 | 1.6
O=C(CN1C(=O)COc2ccc(Cl)cc21)Nc1nccs1
  1 | 1 | -15 | -4 | 7 | 12 | 7 | 5 | 0.9
COc1ccc(OC)c(NC(=O)CSc2nc(O)cc(=O)n2CC(C)C)c1
  6 | 18 | -10 | 5 | 1 | 15 | 2 | -16 | 1.0
CC(C)(C)NC(=O)C(c1ccncc1)N(C(=O)c1csnn1)c1ccccc1 (centres undefined)
  1 | 0 | -16 | 1 | 7 | 8 | -2 | -1 | -0.2

# Two compounds picked at random from those above:
SMILES,CHRM5 agonist,M4 ag,CHO-K1 Ca antag,CHRM5 PAM,CHRM4 PAM,CHO-K1 Ca PAM,M5 antag,M4 antag,M1 ag parental
COc1ccc(OC)c(CN2CCCCCC2)c1,-18,1,6,2,3,-7,-1,3,-0.1
CCc1ccccc1NC(=O)CC1S/C(=N\c2nccs2)N(CC)C1=O (centres undefined),-2,0,-3,0,6,6,-3,15,0.5

# Following part
SMILES,CHRM5 agonist,M4 ag,CHO-K1 Ca antag,CHRM5 PAM,CHRM4 PAM,CHO-K1 Ca PAM,M5 antag,M4 antag,M1 ag parental
O=[N+]([O-])c1cccc(-c2csc(N/N=C/c3cccc(O)c3)n2)c1,3,6,5,4,6,0,-14,-5,1.0
O=C(Nc1ccc2ncccc2c1)c1cccc(Br)c1,1,2,4,0,7,-11,10,-3,0.2
C/C(=N\Nc1ccc(Cl)c(C(=O)O)c1)c1cccc([N+](=O)[O-])c1,-4,0,-10,8,-3,23,5,1,0.2
CC1CC(C)CN(C(=S)Nc2ccc3nc4n(c(=O)c3c2)CCCCC4)C1 (centres undefined),-3,4,-16,-9,15,18,-2,-14,3.5
O=C(OCc1ccccc1)N1CCC2CC1c1cc(NCCc3ccccc3)ccc12 (centres undefined),0,-2,1,-4,-10,3,-3,14,-0.6
Cc1ccc(S(=O)(=O)N2CCC(=O)N(CCOC(=O)Nc3cc(C)cc(C)c3)CC2)cc1,-1,4,-1,-4,1,-15,18,0,-0.5
Cc1nnc(NS(=O)(=O)c2ccc(F)cc2)s1,-2,0,-5,-4,-3,14,16,5,0.9
CCn1c(-c2csc(C(C)C)c2)n[nH]c1=S,-2,5,-11,-5,6,23,4,2,2.4
CCOc1ccccc1CN1CCN(C2CCSCC2)CC1CCO (centres undefined),-7,0,-6,2,-7,18,13,11,0.3
O=C1CC(Cc2ccc(Cl)cc2)C(=O)N1c1cc(Cl)ccn1 (centres undefined),-1,1,14,0,-17,-12,2,9,5.7
Cc1cccc(C(=O)n2c(=S)nc3cc(C)ccn32)c1,4,0,-9,6,-3,18,0,-4,0.8
CCOCCCNC(=O)CN1C(=O)/C(=C/c2ccccc2)Sc2ccccc21,-1,5,-17,-8,-7,26,0,-5,4.7
